All columns: NCI-60 one-dose screen, growth in % after 48 h at 10 µM unless noted; 100 = growth as untreated, 0 = no growth, -100 = all killed.
SNB-75: SNB-75 CNS cancer. AID 1794750. 79,000 tested, 5% active
SW-620: SW-620 colon cancer; 82,000 tested, 5.2% active; AID 1794795
SNB-19: SNB-19 CNS cancer cells | 81,000 tested, 2.5% active | AID 1794751
HT29: HT29 colon cancer; 81,000 tested, 7.4% active; AID 1794748
KM12: KM12 colon cancer cells. 82,000 tested, 5% active
SF-539: SF-539 CNS cancer. 81,000 tested, 6.8% active. AID 1794752
SF-268: SF-268 CNS cancer cells; 82,000 tested, 3.1% active
SF-295: SF-295 CNS cancer cells | 79,000 tested, 5.6% active
HCC-2998: HCC-2998 colon cancer; 79,000 tested, 4.7% active; AID 1794799
Starred values were filed as active, the others as inactive; . = not tested or not shown; & = joins results of further samples; ! = a repeat was not active. How the source made its calls: active means growth percent below 10; inactive means the rest. An unsorted share of the library; about 11% have a hit in one of these screens.

SMILES	SNB-75	SW-620	SNB-19	HT29	KM12	SF-539	SF-268	SF-295	HCC-2998
C=C(C)[C@@H]1CC[C@]2(CN)CC[C@]3(C)[C@H](CC[C@@H]4[C@@]5(C)CCC(N)[C@@](C)(CO)[C@@H]5CC[C@]43C)[C@@H]12 (some centres not stated)	76	-76*	-10*	-61*	-72*	-73*	-80*	88	-54*
O=c1c2c3c(sc2n2c(-c4cc(-c5ccccc5)nn4-c4ccccc4)nnc2n1Cc1ccccc1)CCCC3	92	83	90	89	84	112	89	5.8*	99
OCCSCCCCCSCCO	80	104	97	115	107	106	97	102	106
Cc1nn(C)c(=S)[nH]c1=S	86	108	95	115	108	110	109	111	102
O=C(O)CN1C(=O)C2C3CC(C2C1=O)C1C(c2ccc(F)cc2)c2sc(=S)[nH]c2SC31 (configuration not stated)	117	111	95	111	.	98	113	110	123
Oc1ccc(NCc2ccccc2)cc1	68	93	97	99	92	58	90	104	98
O=C1c2ccccc2C(=O)c2[nH]c(-c3c(-c4ccc(F)cc4)nc4sccn34)nc21	73	107	85	94	106	97	.	92	95
COc1ccc(C(=O)c2cc(OC)c(OC)c(OC)c2)cc1/C=C/C(=O)c1ccc(F)cc1	59	9.4*	71	14	40	52	77	84	97
NS(=O)(=O)c1ccc(-n2cc(CN3C(=O)CN(/N=C/c4ccc([N+](=O)[O-])o4)C3=O)nn2)cc1	.	93	101	105	107	96	101	106	107
Cc1ccc(Cl)cc1NC(=O)OC(C)C (tested in a mixture with another compound)	100	107	110	109	118	123	103	103	122
CCCCN(CCCC)CC(=O)c1ccc2cc(Br)c3ccccc3c2c1	92	108	99	88	104	99	91	88	102
NS(=O)(=O)c1ccc(-n2cc(-c3cccc(NC(=O)c4cccc(C(F)(F)F)c4)c3)nn2)cc1	95	128	90	110	97	82	110	89	92
CSC1=NCCCC1	100	114	110	120	113	111	109	110	115
CCCC[C@@H]1C[C@@H]2Cc3ccc4ccccc4c3N1O2	89	99	103	88	101	94	109	94	101
COc1ccc2cc(-c3nc4ccccc4[nH]3)c(Cl)nc2c1OC	82	98	90	105	94	100	124	107	105

4 entries from above, with values under each structure:
Results follow in this order: SNB-75	SW-620	SNB-19	HT29	KM12	SF-539	SF-268	SF-295	HCC-2998
O=C(O)CN1C(=O)C2C3CC(C2C1=O)C1C(c2ccc(F)cc2)c2sc(=S)[nH]c2SC31 (configuration not stated)
 : 117	111	95	111	.	98	113	110	123
COc1ccc(C(=O)c2cc(OC)c(OC)c(OC)c2)cc1/C=C/C(=O)c1ccc(F)cc1
 : 59	9.4*	71	14	40	52	77	84	97
Oc1ccc(NCc2ccccc2)cc1
 : 68	93	97	99	92	58	90	104	98
Cc1nn(C)c(=S)[nH]c1=S
 : 86	108	95	115	108	110	109	111	102

Further records
SMILES	SNB-75	SW-620	SNB-19	HT29	KM12	SF-539	SF-268	SF-295	HCC-2998
COC(=O)[C@H](C)NC(=O)c1ccc(NC(=O)c2[nH]c(C)c(Cl)c2Cl)c(OC2CCNCC2)c1	90	107	103	105	110	107	92	104	110
Cc1ccc2[nH]c(=O)c([N+](=O)[O-])c(N=[N+]=[N-])c2c1	80	88	89	87	86	99	86	90	106
C/C(=C(/c1ccccc1)c1ccc(N2C(=O)c3cccc4c(N5CCN(Cc6ccccc6)CC5)ccc(c34)C2=O)cc1)c1ccccc1	82	91	95	86	93	105	100	101	104
COc1ccc(CNNC(=O)c2cccnc2)c(OC)c1OC	96	102	101	102	112	99	102	100	104
CCOC(=O)C1=C(C)NC(=S)NC1c1cccc(O)c1 (configuration not stated)	103	108	101	105	103	100	104	100	108
CCOC(=O)C(CCCCC(NC(C)=O)(C(=O)OCC)C(=O)OCC)(NC(C)=O)C(=O)OCC	95	104	110	100	100	109	100	99	109
COC(=O)c1ccc2c(c1)Oc1ccc(Cl)cc1-c1cc(C)nn1-2	63	69	69	74	88	68	81	25	100
Clc1ccc(-c2nnc(COc3ccc(C4=NNC(c5ccco5)C4)cc3)o2)cc1 (configuration not stated)	85	95	93	101	71	96	94	.	82
CCC(C)SC1=NC=NC2=NC=NC21 (configuration not stated)	95	102	108	110	105	93	90	104	105
COc1cc(CNC(=O)Cc2ccccc2)ccc1OCc1cn(-c2ccc([N+](=O)[O-])cc2)nn1	91	101	96	105	101	105	92	99	98
NC(=O)Nc1nc(-c2ccccc2)no1	98	110	107	94	111	115	111	119	107
CC(=O)O[C@@]1(c2cn(-c3ccccc3C(=O)O)nn2)CC[C@H]2[C@@H]3CCC4=CC(=O)CC[C@@H]4[C@H]3CC[C@@]21C	77	101	91	102	.	95	106	104	120
C[C@@H]1C[C@H]2C(=O)O[C@@H](C)[C@H](NC(=O)[C@H](Cc3cc(F)cc(F)c3)NC(=O)Nc3ccc(Cl)cc3F)C(=O)N3C[C@H](O)C[C@H]3C(=O)N3CCN(C)C[C@H]3C(=O)N[C@@H](C)C(=O)N2C1	23	42	20	33	41	51	29	39	33
CCc1cc(=O)n2c(-c3ccc(F)cc3)cnc2[nH]1	103	106	92	92	103	106	96	94	93
CCOC(=O)c1ccc(OCC)cc1O	109	110	111	110	107	106	99	95	99
O=C1c2cc(Cl)ccc2Oc2cc([N+](=O)[O-])ccc2N1c1ccc(F)cc1F	70	86	92	79	95	97	73	95	115
NS(=O)(=O)c1ccc(NC(=O)CS(=O)(=O)c2ccccc2)cc1	102	106	98	106	114	105	108	103	113
CC(C)CN1CCC(=O)NC1=O	95	106	98	112	107	106	108	99	102
CSc1ccc2c(c1)N(C(=O)/C(C#N)=C/c1ccc3c(c1)OCO3)c1ccccc1S2	100	109	96	106	101	97	98	93	104
Nc1n[nH]c2ccc([C@@H]3Nc4cc5c(cc4[C@H]4C6CCC(C6)[C@@H]34)C(=O)NC5)cc12 (some centres not stated)	2.3*	18	28	12	8.1*	-25*	23	11	17
Clc1nc2ccccc2cc1-c1nc2ccccc2o1	76	89	106	105	110	102	98	97	107
O=c1nc(-c2ccccc2)c2cc(-c3ccc(C(F)(F)F)nc3)ccc2[nH]1	117	101	101	111	91	93	98	103	105
O=C1NC2CCCCC2C(=O)N1O (configuration not stated)	102	102	98	92	106	106	106	109	110
O=C(NC1CCCCC1)C(c1ccccc1O)N(C(=O)C1CCc2cc(F)ccc2O1)c1ccc(F)cc1F (configuration not stated)	83	93	95	97	100	97	94	96	96
CCNCCNc1cc(C(F)(F)F)c(C#N)c2nc3ccccc3n12	91	100	109	92	91	97	87	93	97
COc1cc2c(=O)n(C3CCCCCC3)c3c4cc[nH]c4ncc3c2cc1OC	.	71	85	80	24	17	66	70	117
COc1ccc(Cl)cc1NC(=O)c1cc2c([nH]1)-c1nc(NC(=O)C(C)(C)C)sc1CCC2	87	101	108	57	81	95	98	85	112
C[C@@H](CO)OCOCc1ccccc1	96	95	114	99	99	107	101	100	101
COc1cc(-n2nc(C(=O)Nc3ccc(C(=O)NO)cc3)nc2-c2ccccc2)cc(OC)c1OC	101	106	106	102	103	98	107	105	99
CSCc1cnc(C2OCCO2)s1	103	105	108	101	99	104	100	98	106

Sorted by formula weight (low to high): part of the list above.
SMILES	SNB-75	SW-620	SNB-19	HT29	KM12	SF-539	SF-268	SF-295	HCC-2998
O=C1NC2CCCCC2C(=O)N1O (configuration not stated)	102	102	98	92	106	106	106	109	110
Oc1ccc(NCc2ccccc2)cc1	68	93	97	99	92	58	90	104	98
CCc1cc(=O)n2c(-c3ccc(F)cc3)cnc2[nH]1	103	106	92	92	103	106	96	94	93
COc1cc(CNC(=O)Cc2ccccc2)ccc1OCc1cn(-c2ccc([N+](=O)[O-])cc2)nn1	91	101	96	105	101	105	92	99	98
O=C(NC1CCCCC1)C(c1ccccc1O)N(C(=O)C1CCc2cc(F)ccc2O1)c1ccc(F)cc1F (configuration not stated)	83	93	95	97	100	97	94	96	96
O=c1c2c3c(sc2n2c(-c4cc(-c5ccccc5)nn4-c4ccccc4)nnc2n1Cc1ccccc1)CCCC3	92	83	90	89	84	112	89	5.8*	99

Following part.
SMILES	SNB-75	SW-620	SNB-19	HT29	KM12	SF-539	SF-268	SF-295	HCC-2998
COC(=O)c1ccc2c(c1)nc(-c1cc3ccccc3[nH]c1=O)n2Cc1ccc(OC)c(OC)c1	73	116	97	118	101	96	97	.	102
COc1cc(/C=C/C(=O)c2ccc(Nc3nc(NCCO)nc(Nc4ccc(Cl)cc4)n3)cc2)cc(OC)c1OC	67	89	83	59	68	90	59	99	87
COc1ccccc1/C=N\NC(=O)C[N+](C)(C)C	105	105	113	100	99	102	107	123	106
COc1ccccc1-c1cnc2c(Oc3ccc4c(C)cc(=O)oc4c3)nc(-c3ccc(Cl)cc3)cn12	119	103	.	103	107	112	108	109	105
Oc1[nH]c2cc(Cl)ccc2c1/C=c1/cc2c(c(-c3ccc(F)cc3)n1)=Nc1ccccc1-2	85	91	101	104	99	105	100	.	102
CCOC(=O)c1ccc(-c2ccc3cc(OC)ccc3c2)nc1C	110	102	100	80	100	99	96	100	101
NC(=O)NC(=O)N/N=C/c1ccc([N+](=O)[O-])o1	88	105	.	115	102	99	95	102	105
COc1ccc(C(C)=O)c(O)c1OC	94	108	103	101	100	97	100	119	95
N#Cc1cn(-c2ccccc2)c(=O)[nH]c1=O	105	105	98	98	105	102	107	100	103
CCCCCCCCc1ccc(C(=O)Nc2ccccc2CP(=O)(O)O)cc1	89	107	96	109	99	92	95	100	104
Cc1ccc(C2=CSc3ccccc3N2)c(C)c1	83	103	.	105	110	103	111	99	111
CCCCN(CCCC)CC(O)c1cc(-c2ccc(Cl)cc2)nc(-c2ccc(Cl)cc2)c1 (configuration not stated)	113	66	86	73	83	92	97	.	.
CC1SC(c2cccc(Oc3ccccc3)c2)N(CCc2cccs2)C1=O (configuration not stated)	-12*	-4.0*	12	-25*	-25*	-82*	-5.5*	-36*	-33*
C#CCOc1cc(-c2nc3sccn3c2-c2ccnc(S(C)=O)n2)ccc1F (configuration not stated)	81	103	100	112	103	92	108	90	119
Cc1ccc(S(=O)(=O)Nn2c(COc3ccccc3)nc3ccccc3c2=O)cc1	67	96	95	104	96	96	96	106	103
O=S(=O)(Oc1ccc(OS(=O)(=O)c2ccccc2)cc1)c1ccccc1	100	101	101	97	102	96	102	99	97
COc1ccc([C@H]2c3[nH]c4ccccc4c3C[C@H]3C(=O)N(C4CCN(Cc5c(F)cccc5F)CC4)CC(=O)N23)c(OC)c1	80	62	69	46	72	79	56	72	90
CCOP(=O)(OCC)c1nc(-c2ccc([N+](=O)[O-])cc2)oc1N(C)CCO	91	97	91	109	98	94	98	94	98
CN(C)C	108	95	109	102	104	95	107	95	105
CCCC(C)NC(=O)c1ccc(OCC)cc1 (configuration not stated)	96	99	102	108	106	99	106	108	100
Cc1ccc(-c2cc(-n3nnnc3-c3ccccc3)no2)cc1	79	102	112	108	105	118	107	102	92
COc1ccc(/C=N/NC(=O)c2cccc3cc[nH]c23)cc1O	19	30	40	20	30	-19*	53	-20*	55
CCOC(=O)C1=C(C)n2nc(CC#N)c(C#N)c2NC1c1ccc([N+](=O)[O-])cc1 (configuration not stated)	92	100	100	95	100	98	94	91	101
CCN(CC)c1ccc2cc(C(Nc3ccc4c(c3)OCO4)c3nnnn3C(C)(C)C)c(=O)oc2c1 (configuration not stated)	88	98	96	103	109	101	95	107	103
CC1=C(C)C(=O)C(N2CCN(c3ccccc3C)CC2)=C(Cl)C1=O	90	106	98	110	98	97	96	101	106
COc1ccc(/C=c2\nc3n(-c4ccccc4)c4nc5c(cnn5-c5ccccc5)c(=O)n4n-3c2=O)cc1	96	103	107	112	97	104	98	.	109
CCN(CC)CCOC(=O)c1ccc([N+](=O)[O-])cc1	81	97	108	102	105	101	102	112	97
C=C(C)[C@@H]1C[C@@H]2Cc3cc(Cl)ccc3N1O2	99	97	105	.	105	100	106	108	99
CCOC(=O)c1c(NCC(=O)Nc2cccc(Cl)c2)sc2c1CCCC2	59	76	83	101	96	93	85	80	103
O=C(O)C(=O)Cc1ccccc1	102	107	102	112	106	98	103	101	118
Cc1ccc(-c2cnc3sc(C(=O)NCCc4ccccc4)c(C)n23)cc1	79	92	92	113	96	97	87	104	97
CC[n+]1ccc(C(=O)OC)cc1	96	109	107	84	102	102	95	102	93
Nc1ccccc1NC(=O)c1ccc(CCCC(=O)Nc2ccc(C3CC3N)cc2)cc1 (configuration not stated)	66	15	50	9.4*	45	31	33	22	20
COc1ccc(/C=C2\Sc3c(Br)cccc3C2=O)cc1	76	89	98	105	91	89	95	99	103
Cc1ccc(C2=NNC(c3sc(Cl)nc3Cl)C2)cc1 (configuration not stated)	96	72	92	107	100	118	98	101	93
O=C(OCCN(CCOC(=O)c1ccc([N+](=O)[O-])cc1)c1c[nH]c(=O)[nH]c1=O)c1ccc([N+](=O)[O-])cc1	94	111	102	112	103	98	101	128	97
O=C1C2=C(C(=O)c3ccccc31)C(O)(S(=O)(=O)O)C(O)(S(=O)(=O)O)C1N=CC=CC21 (configuration not stated)	35&61	22&32	49&44	21&47	33&42	21&25	37&52	6.5*!	28&45
CCCCCCCCCCCCCCCC(=O)NCCOC(C)=O	99	93	103	106	110	92	110	.	105
COC(=O)Nc1ccc(C)c(NC(=O)OC)c1	93	102	96	102	105	106	103	115	108
N/C(=N\S(=O)(=O)c1cccc(Br)c1)Nc1nc2ccccc2[nH]1	.	64	80	81	57	84	85	89	86
COc1ccc(C2c3[nH]c4ccc(Cl)cc4c3CCN2C(=O)CO)cc1 (configuration not stated)	38	33	50	21	27	40	55	45	57
Nc1ccc(NC(=O)c2ccc(N)cc2)cc1	96	102	107	87	108	102	103	107	95
Cc1nn(-c2ccccc2)c2ncnc(N/N=C/c3cccc(O)c3)c12	33	34	49	81	29	50	56	46	73

From PubChem BioAssay
